Bioassay records: PubChem, National Center for Advancing Translational Sciences (NCATS)
Vif-APOBEC3F blk: qHTS for Inhibitors of Vif-A3F Interactions: qHTS | Potency, µM (doses to about 46.1 µM), for the others: at the top dose activity, negative = active | hit rate 0.2% among 390,000 | HeLa A3F-eYFP + Vif (tagged APOBEC3F with the HIV-1 protein that degrades it), YFP fluorescence increase | AID 602313, 2012; further: % of control where 0% means no effect; nearly all actives have a fitted effect of over 65% in size
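Fluorescence increase (Ex 488/Em 500-530) after overnight compound treatment at 37 deg C flags inhibition of Vif-driven A3F-eYFP loss in stable HeLa A3F-eYFP/Vif cells seeded overnight beforehand.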
RXFP1 agonist: qHTS Assay for Agonists of the Relaxin Receptor RXFP1; Relaxin receptor 1 (Homo sapiens), Q9HBX9; HEK293T-RXFP1 cAMP TR-FRET, 30 min; response scale: percent of porcine relaxin response, buffer zero; Potency, µM (series often up to 57.5 µM), inactives show at the highest dose activation, actives largely listed as activators; hit rate 0.3% among 370,000; AID 2676, 2010; further: on the % scale 0 is the no-effect control and ±100 the full control effect; nearly all actives have a fitted effect of over 60% in size; many of its hits are not listed in these tables
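cAMP rise read by TR-FRET after 30 min, 37C compound exposure (up to 58 uM) in RXFP1-transfected HEK293 cells with Ro 20174 present. EC50 from Hill-equation fits, with 29 nM porcine relaxin as 100% and buffer as basal.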
TrxR1 substrate: qHTS Assay for Substrates of Mammalian Selenoprotein Thioredoxin Reductase 1 (TrxR1): qHTS. Thioredoxin reductase 1, cytoplasmic (Rattus norvegicus), O89049. purified TrxR1 substrate turnover, NADPH consumption readout. Potency, µM (highest dose often 114 µM), without a hit: at the highest dose activity change, negative = substrate turnover. hit rate 0.01% among 390,000; further: on the % scale 0 is the no-effect control and ±100 the full control effect; nearly all actives have a fitted effect of over 50% in size
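Rat TrxR1, dispensed at 90 nM, was prereduced with 400 uM NADPH (final) for 5 min at ~22 deg C, then incubated with compound 15 min before 400 uM selenite. A first-read NADPH fluorescence drop versus no-compound background flagged substrates.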
Vif-APOBEC3G blk: qHTS for Inhibitors of Vif-A3G Interactions: qHTS. Potency, µM (titrated, usually from 46.1 µM), for inactives: top-dose activity, negative = active, actives largely listed as inhibitors. DNA dC->dU-editing enzyme APOBEC-3G (Homo sapiens), Q9HC16. hit rate 0.076% among 410,000. HeLa A3G-eYFP + Vif (tagged APOBEC3G with the HIV-1 protein that degrades it), YFP fluorescence, overnight;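 further: on the % scale 0 is the no-effect control and ±100 the full control effect; nearly all actives have a fitted effect of over 60% in size; hits raise eYFP signal because A3G escapes Vif-driven loss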
Target sequence (Q9HC16 whole entry, looked up): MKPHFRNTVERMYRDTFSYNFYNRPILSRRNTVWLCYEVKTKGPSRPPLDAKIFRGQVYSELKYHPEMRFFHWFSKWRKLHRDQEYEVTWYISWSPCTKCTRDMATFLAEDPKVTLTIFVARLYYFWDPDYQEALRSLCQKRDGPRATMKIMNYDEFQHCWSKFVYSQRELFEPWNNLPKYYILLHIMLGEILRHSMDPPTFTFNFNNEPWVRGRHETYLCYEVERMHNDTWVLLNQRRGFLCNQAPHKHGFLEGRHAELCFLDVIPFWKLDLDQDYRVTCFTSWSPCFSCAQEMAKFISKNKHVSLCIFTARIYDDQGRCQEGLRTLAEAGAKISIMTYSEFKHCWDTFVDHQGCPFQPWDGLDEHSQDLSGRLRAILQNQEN
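Read-out is eYFP fluorescence (Ex 488/Em 500-530) from Vif-expressing HeLa A3G-eYFP cells; more signal means A3G escaped Vif-mediated degradation. Cells plated overnight, compound pinned in, incubated overnight at 37 deg C.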
USP1-UAF1 inh: Inhibitors of USP1/UAF1: Primary Screen; Ubiquitin carboxyl-terminal hydrolase 1 (Homo sapiens), O94782; recombinant USP1/UAF1, Ub-Rhodamine cleavage fluorescence; Potency, µM (titrated, usually from 57.1 µM), inactives show at the top dose activity change, negative = inhibition, hits mostly inhibitors; hit rate 0.23% among 390,000; AID 743255, 2014; further: on the % scale 0 is the no-effect control and ±100 the full control effect; nearly all actives have a fitted effect of over 60% in size; inactives centre near -12
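USP1/UAF1 complex at 1 nM was preincubated with compound for 15 min at room temperature, then Ub-Rho substrate (150nM final) was added. Fluorescence (480/540 nm) was read kinetically, 6 reads every 60 seconds.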
RGS4 inh: Inhibitors of Regulator of G Protein Signaling (RGS) 4: qHTS; Regulator of G-protein signaling 4 (Homo sapiens), P49798; Transcreener GDP fluorescence polarization, RGS4-accelerated GTP hydrolysis; Potency, µM (highest dose often 114 µM), without a hit: at the top dose activity change, negative = inhibition, usual class: inhibitors; hit rate 0.039% among 390,000; further: on the % scale 0 is the no-effect control and ±100 the full control effect; nearly all actives have a fitted effect of over 75% in size; some results filed as inactive show a strong effect at the top dose
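MLSMR compounds (23 nl, pin-transferred) preincubated 10 min at room temperature with a 500nM (2x) first reagent, then RGS4 at 900nM (2x) plus Transcreener GDP mix added; fluorescence polarization (620/688 nm) read before and after 90 min at 30 °C.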
rTrxR1 inhibitor: qHTS Assay for Inhibitors of Mammalian Selenoprotein Thioredoxin Reductase 1 (TrxR1): qHTS; Thioredoxin reductase 1, cytoplasmic (Rattus norvegicus), O89049; recombinant rTrxR1, NADPH fluorescence consumption, selenite substrate; Potency, µM (titrated, usually from 114 µM), inactives show at the top dose activity change, negative = inhibition, hits mostly inhibitors; hit rate 1% among 390,000; further: on the % scale 0 is the no-effect control and ±100 the full control effect; nearly all actives have a fitted effect of over 65% in size
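Rat TrxR1 (90 nM in the dispensed reagent) was pre-reduced with 400 uM NADPH for 5 min at room temperature, then incubated with compound for 15 min. After 400 uM selenite was added, NADPH fluorescence (Ex 340/Em 450 nm) was followed for 8 min.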
mIDH1 inhibitor: qHTS for Inhibitors of mutant isocitrate dehydrogenase 1 (IDH1): qHTS; Isocitrate dehydrogenase [NADP] cytoplasmic (Homo sapiens), O75874; IDH1-R132H enzyme, NADPH consumption, diaphorase/resazurin fluorescence; Potency, µM (top dose mostly 76.6 µM), without a hit: top-dose activity change, negative = inhibition, actives largely listed as inhibitors; hit rate 0.093% among 390,000; AID 602179, 2012; further: on the % scale 0 is the no-effect control and ±100 the full control effect; nearly all actives have a fitted effect of over 65% in size
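IDH1-R132H (0.5 ug/mL dispensed) in pH 7.5 Tris buffer was preincubated 30 min with compound, then given a substrate mix of 0.016 mM NADPH and 2 mM alpha-KG for 80 min at room temperature; remaining NADPH was read by diaphorase/resazurin fluorescence.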
12-LOX inh: Primary qHTS assay for inhibitors of human arachidonate 12S-lipoxygenase (ALOX12): Round 2. Polyunsaturated fatty acid lipoxygenase ALOX12 (Homo sapiens), P18054. purified 12hLO, xylenol orange hydroperoxide absorbance. Potency, µM (titrated, usually from 108 µM), for inactives: at the highest dose activity change, negative = inhibition, most hits filed as inhibitors. hit rate 1.1% among 580,000. AID 1671190, 2021; further: on the % scale 0 is the no-effect control and ±100 the full control effect
Target sequence (P18054 whole entry, looked up): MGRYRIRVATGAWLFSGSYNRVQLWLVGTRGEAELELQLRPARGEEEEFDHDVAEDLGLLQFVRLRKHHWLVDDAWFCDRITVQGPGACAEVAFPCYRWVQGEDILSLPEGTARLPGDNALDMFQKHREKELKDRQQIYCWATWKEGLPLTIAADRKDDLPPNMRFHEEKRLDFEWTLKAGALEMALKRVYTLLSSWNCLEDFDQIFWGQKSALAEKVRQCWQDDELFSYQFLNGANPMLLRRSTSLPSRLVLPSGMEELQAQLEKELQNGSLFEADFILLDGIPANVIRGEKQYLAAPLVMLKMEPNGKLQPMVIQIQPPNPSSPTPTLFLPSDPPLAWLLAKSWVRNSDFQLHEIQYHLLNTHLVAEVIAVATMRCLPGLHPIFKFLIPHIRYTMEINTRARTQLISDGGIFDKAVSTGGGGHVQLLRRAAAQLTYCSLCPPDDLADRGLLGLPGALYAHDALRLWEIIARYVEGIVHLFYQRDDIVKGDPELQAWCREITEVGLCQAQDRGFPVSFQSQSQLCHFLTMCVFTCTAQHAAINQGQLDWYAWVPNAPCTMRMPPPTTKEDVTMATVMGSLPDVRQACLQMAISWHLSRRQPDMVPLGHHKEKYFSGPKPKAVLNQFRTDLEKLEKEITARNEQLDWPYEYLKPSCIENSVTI
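Purified human 12hLO at 150 nM in 25 mM Hepes, 0.01% Triton X-100, pH 7.0, preincubated 15 min at room temperature with compound. Reaction started with 40 uM arachidonic acid, 30 min at room temperature. Hydroperoxide measured by Fe-xylenol orange, 573/405 nm absorbance ratio.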
* = called active by the depositor; ? = inconclusive; / = not tested or not shown; & = joins results of further samples; [ ] = remark or other dose. The call rests on the fitted dose curve; in most records, active means well fitted curve in the direction sought with a large enough effect; inconclusive means small, poorly fitted or top-dose-only effect, or another doubt; inactive means no such curve, though single readings can be large; an effect the other way counts as inactive or inconclusive. Potency means the concentration at half of the fitted maximal effect. A portion of the library, so the mix of outcomes need not match the whole.

Every second line gives: Vif-APOBEC3F blk | RXFP1 agonist | TrxR1 substrate | Vif-APOBEC3G blk | USP1-UAF1 inh | RGS4 inh | rTrxR1 inhibitor | mIDH1 inhibitor | 12-LOX inh
#1 Cc1ccc(C(c2sc3nc(-c4ccco4)nn3c2O)N2CCOCC2)cc1 (stereo not given)
→ 3% | 0.0% | 3%[57.1 µM] | -4% | -8% | -11% | 12%[57.1 µM] | -3% | 14µM*
#2 CSc1ccccc1NC(=O)CN(C)CC(=O)c1c(C)[nH]c2ccccc12
→ -8% | -0.3% | -4% | 1% | -5% | -5% | ? | 5% | 174%[activator]
#3 CCC(=O)N1c2ccccc2NC2=C(C(=O)CC(C)(C)C2)C1c1cccnc1 (stereo not given)
→ -1% | 0.8% | 4% | 3% | -11% | 25% | 35% | 9% | -4%
#4 N#CC(c1ccc(Cl)cc1)(c1ncc(C(F)(F)F)cc1Cl)N1CCOCC1 (stereo not given)
→ 1% | -1.8% | -7% | -3% | -11% | -18% | -8% | 4% | 8%
#5 Cc1ccc(S(=O)(=O)Nc2ccc3c(c2)c(C(=O)OC(C)C)c(C)n3S(=O)(=O)c2ccc(C)cc2)cc1
→ 6% | 6.6% | -3% | 3% | -9% | -11% | -2% | 0% | 0%
#6 S=C(Nc1ccc(Cl)cc1Cl)Nn1cnnc1
→ -4% | -1.5% | 1% | -1% | -19% | -53% | -9% | 3% | ?
#7 Cc1c(CN2CCC(Oc3ccc(C(=O)N4CCCCC4)cc3)CC2)cnn1C
→ 3% | -0.4% | -14% | 0% | -11% | 1% | -15% | -3% | -1%
#8 Cc1cc(NS(=O)(=O)c2ccc(NC(=O)CSc3nnc(-c4ccco4)n3Cc3ccco3)cc2)nc(C)n1
→ 0% | 0.4% | -6% | 2% | -21% | 0% | -8% | 0% | 6%
#9 Cc1ccc(CN(c2ccc(C(=O)NCC3CCCO3)cc2)S(C)(=O)=O)cc1 (stereo not given)
→ -8% | 0.2% | 1% | 1% | -20% | 8% | 18% | 1% | 0%
#10 CSc1ccc(/C=N/NC(=O)CN2CCN(Cc3ccccc3)CC2)cc1
→ -8% | -4.3% | 7% | 0% | -11% | 2% | 2% | 4% | 9%
#11 O=C(NNC(=O)c1cc(-c2ccncc2)nc2ccccc12)c1ccccc1F
→ -1% | 0.0% | -14% | -7% | -16% | -8% | -18% | 0% | 7%
#12 O=C(O)C1C2C=CC(C2)C1C(=O)NCc1cccc(Cl)c1 (stereo not given)
→ -2% | 0.1% | -2%[57.1 µM] | 1% | -18% | 9% | 12%[57.1 µM] | 2% | 12%
#13 Cc1nn(C)c(C(=O)N/N=C/c2cccc3ccccc23)c1Cl
→ 2% | 0.9% | -9% | 1% | -11% | 27% | -8% | 9% | 34%[activator]
#14 Cc1cc(-c2nnc3sc(-c4ccc(Cl)cc4Cl)nn23)n[nH]1
→ -11% | ? | 0%[57.1 µM] | -1% | -14% | -32% | 22%[57.1 µM] | 6% | 5%
#15 COC(=O)Cn1c2ccc(OC)cc2c2nc3ccccc3nc21
→ -3% | 3.9% | -8% | -5% | -10% | 4% | -14% | 1% | ?
#16 CS(=O)(=O)c1ccc(C(=O)N2CCN(Cc3ccccc3)CC2)cc1
→ -1% | 1.3% | 10%[57.1 µM] | -3% | -13% | -22% | 2%[57.1 µM] | 6% | 3%
#17 Cc1ccc(Cl)c(NC(=O)CCl)c1Cl
→ 1% | 2.0% | 5% | 0% | -23% | 9% | ? | 0% | 1%
#18 Cc1cc(C)cc(OCC(=O)N(Cc2ccc(N(C)C)cc2)C2CCS(=O)(=O)C2)c1 (stereo not given)
→ 4% | -2.3% | -2%[57.1 µM] | 6% | 2% | 3% | -7%[57.1 µM] | -5% | -14%
#19 COc1ccc(-c2noc(CN3CCCC(OCc4ccccn4)C3)n2)cc1 (stereo not given)
→ -12% | 1.4% | 3% | 1% | -18% | 12% | -17% | 10% | ?
#20 Cc1ccc(C2C(C(=O)c3cccs3)=C(O)C(=O)N2c2ccc(S(N)(=O)=O)cc2)cc1 (stereo not given)
→ 19% | 15% | -6% | -2% | -3% | -20% | -15% | 3% | ?

The closing 4 entries of the part above lead into the next.
Every second line gives: Vif-APOBEC3F blk | RXFP1 agonist | TrxR1 substrate | Vif-APOBEC3G blk | USP1-UAF1 inh | RGS4 inh | rTrxR1 inhibitor | mIDH1 inhibitor | 12-LOX inh
#17 Cc1ccc(Cl)c(NC(=O)CCl)c1Cl
→ 1% | 2.0% | 5% | 0% | -23% | 9% | ? | 0% | 1%
#18 Cc1cc(C)cc(OCC(=O)N(Cc2ccc(N(C)C)cc2)C2CCS(=O)(=O)C2)c1 (stereo not given)
→ 4% | -2.3% | -2%[57.1 µM] | 6% | 2% | 3% | -7%[57.1 µM] | -5% | -14%
#19 COc1ccc(-c2noc(CN3CCCC(OCc4ccccn4)C3)n2)cc1 (stereo not given)
→ -12% | 1.4% | 3% | 1% | -18% | 12% | -17% | 10% | ?
#20 Cc1ccc(C2C(C(=O)c3cccs3)=C(O)C(=O)N2c2ccc(S(N)(=O)=O)cc2)cc1 (stereo not given)
→ 19% | 15% | -6% | -2% | -3% | -20% | -15% | 3% | ?
#21 COc1ccc(OC)c(C2CC(=O)N3CN(c4ccccc4)CSC3=C2C#N)c1 (stereo not given)
→ -1% | -1.3% | 3%[57.1 µM] | -1% | -23% | ? | ? | -1% | ?
#22 C=CCNCCCCOc1c(Cl)cc(C)cc1Br
→ -3% | 0.0% | -9% | -2% | -12% | -1% | -16% | -1% | ?
#23 C/C(=N/N1CCN(Cc2cccc3ccccc23)CC1)c1ccco1
→ 1% | 0.5% | 11%[11.4 µM] | -1% | -16% | 3% | 18%[11.4 µM] | 5% | ?
#24 c1ccc(Cn2nnc3c(NCc4ccc5c(c4)OCO5)nc(C4CC4)nc32)cc1
→ -2% | 0.6% | -3% | 0% | -11% | -1% | 12% | 4% | -19%
#25 COc1cc2[nH]c(C(=O)N(C)C3CCS(=O)(=O)C3)cc2c(OC)c1OC (stereo not given)
→ -13% | 12% | -2% | -1% | -10% | 21%[11.4 µM] | 1% | -10% | -3%&25%
#26 c1ccc(-c2nc(CSc3nnnn3-c3ccccc3)cs2)cc1
→ -1% | 3.5% | 11% | -1% | -8% | 6% | 36%[activator] | 4% | ?
#27 O=C(c1cccs1)C1C(c2ccc(Br)cc2)NC(=S)NC1(O)C(F)(F)F (stereo not given)
→ 0% | 3.8% | -14% | -5% | -20% | ? | -23% | 6% | ?
#28 COc1ccc(CC(=O)Nc2ccccc2C(=O)N2CCOCC2)cc1OC
→ -1% | 3.8% | -12% | 1% | 86%[activator] | -21% | -29% | 3% | 15%
#29 Cc1cc(/C=N/NC(N)=O)c(C)n1-c1ccc(F)cc1
→ -3% | -0.4% | 6%[57.1 µM] | -5% | -13% | 13% | 5%[57.1 µM] | -4% | 0%
#30 O=C(NCCC(c1ccccc1)c1ccco1)c1cccs1 (stereo not given)
→ -10% | -0.1% | 2% | -1% | -22% | 1% | 3% | 4% | 12%
#31 O=C(CSc1nnc(NCc2ccccc2)s1)NC1CCS(=O)(=O)C1 (stereo not given)
→ 1% | 0.0% | 8% | 1% | -17% | -7% | 23% | -3% | -6%
#32 COc1ccc(-n2c(Cc3cccn3C)nnc2SCC(=O)Nc2ccc3c(c2)OCO3)cc1
→ -1% | 1.6% | -5% | -3% | -2% | -5% | 0%[57.1 µM] | -6% | 469%[activator]
#33 CC1CCCCN1C(=O)COC(=O)c1cc(-c2cccs2)nn1-c1ccccc1 (stereo not given)
→ -5% | -0.3% | 0% | -4% | -26% | 5% | 14% | -9% | 12%
#34 Cc1cc(C)c(NS(=O)(=O)c2ccc3c(c2)n(C)c(=O)n3C)c(C)c1
→ -9% | 0.6% | -4% | 0% | -9% | -1% | 8% | 7% | 5%
#35 COc1ccc(-c2nnn(CC(=O)N(CC(=O)NC3CCCC3)Cc3ccco3)n2)cc1OC
→ 2% | 0.5% | 10%[57.1 µM] | -2% | -7% | -22% | 30%[57.1 µM] | 3% | -6%
#36 CC1C/C(=N/NC(=O)c2cccc(F)c2)c2ccc(O)cc2C1 (stereo not given)
→ -2% | 1.5% | -12% | -9% | 2% | -52% | -8% | 1% | 2%
#37 CN(C)c1ccc(C2C3=C(CCCC3=O)OC3=C2C(=O)CCC3)cc1
→ / | 0.6% | -4% | 1% | 1% | 21% | -9% | 1% | -11%
